Source: PubChem
Mdm2-MdmX inh: disrupts the human Mdm2-MdmX interaction; SaOS-2 split-luciferase Mdm2/MdmX complementation, luminescence; O15151+Q00987; AID 485346; 3% of 330,000 active; inhibition, % at 8 µM;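 active = inhibition of at least 50% at 8 µM in the primary screen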
Target sequence (O15151 whole entry, looked up): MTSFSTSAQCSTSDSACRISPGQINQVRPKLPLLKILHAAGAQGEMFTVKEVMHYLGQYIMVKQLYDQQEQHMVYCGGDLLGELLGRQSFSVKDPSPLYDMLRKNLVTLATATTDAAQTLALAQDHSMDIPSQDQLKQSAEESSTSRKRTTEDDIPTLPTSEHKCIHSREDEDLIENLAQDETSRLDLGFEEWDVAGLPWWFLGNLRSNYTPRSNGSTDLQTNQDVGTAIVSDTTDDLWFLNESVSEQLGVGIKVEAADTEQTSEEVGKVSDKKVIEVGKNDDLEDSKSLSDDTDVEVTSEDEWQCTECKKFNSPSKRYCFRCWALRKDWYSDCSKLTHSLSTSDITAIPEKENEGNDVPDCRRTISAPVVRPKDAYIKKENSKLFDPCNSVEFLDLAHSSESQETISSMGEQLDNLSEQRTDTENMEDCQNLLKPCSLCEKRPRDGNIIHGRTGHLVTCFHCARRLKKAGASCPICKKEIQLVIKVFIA
Target sequence (Q00987 whole entry, looked up): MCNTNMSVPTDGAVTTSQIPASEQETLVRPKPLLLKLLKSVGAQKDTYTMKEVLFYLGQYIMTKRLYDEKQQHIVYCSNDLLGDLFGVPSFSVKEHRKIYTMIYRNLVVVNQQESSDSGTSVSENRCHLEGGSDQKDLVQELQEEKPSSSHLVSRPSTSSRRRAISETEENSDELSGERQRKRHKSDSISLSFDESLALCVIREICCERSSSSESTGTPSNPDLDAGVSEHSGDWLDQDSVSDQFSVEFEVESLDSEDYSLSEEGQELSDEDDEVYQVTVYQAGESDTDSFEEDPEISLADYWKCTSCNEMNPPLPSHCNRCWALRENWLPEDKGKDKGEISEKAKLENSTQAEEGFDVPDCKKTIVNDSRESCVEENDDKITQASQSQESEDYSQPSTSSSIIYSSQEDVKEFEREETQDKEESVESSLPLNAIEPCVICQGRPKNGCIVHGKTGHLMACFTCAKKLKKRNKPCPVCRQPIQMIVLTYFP
Jurkat NFkB inh: lowers PMA/ionomycin-induced NF-kB signal in Jurkat cells; 0.53% of 330,000 active; PMA/ionomycin-induced NF-kB luciferase reporter, luminescence; inhibition, % at 4 µM; AID 435003; in the data active = inhibition above about 50%
TIM10 inh: TIM10 yeast growth inhibition | S. cerevisiae TIM10 strain growth, BacTiter-Glo luminescence, 24 h | inhibition, % at 10 µM | 1.4% of 330,000 active;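 active = inhibition of 40% or more at the single tested concentration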;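 also: wild-type TIM10 isogenic control strain grown at permissive 25 °C; 0% = DMSO yeast wells and 100% = minimal medium wells without yeast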
XBP1 UPR activ: adaptive UPR (XBP1) activation; CHO-XBP1 luciferase reporter, IRE1-XBP1 UPR activation, luminescence; percent of tunicamycin response, DMSO as zero; AID 463104; 0.33% of 330,000 active; activation, % at 20 µM;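 active = versus positive control, 20 µM dose yields 30% or more activation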;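 also: 100% = tunicamycin at 10 µg/mL and 0% = DMSO only wells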
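Assay system: IRE1-XBP1 luciferase reporter CHO line. Input: 1000 cells/well. Buffer or medium: F12 with 10% serum. Doses: 20 µM, 1% DMSO. Times: overnight seeding at 37 °C, 6 h compound treatment at 37 °C. Technique: Steady-Glo luciferase glow luminescence, 10 min after reagent addition.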
697 NFkB inh: lowers PMA/ionomycin-induced NF-kB signal in 697 B cells. 697 B-cell NF-kB luciferase reporter, 16 h. inhibition, % at 4 µM. 0.33% of 330,000 active. AID 435022; in the data active = inhibition above about 35%
tim10-1 inh: tim10-1 yeast growth inhibition; AID 463190; inhibition, % at 20 µM; 2.2% of 330,000 active; S. cerevisiae tim10-1 ts strain growth, BacTiter-Glo, 24 h;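 active = inhibition of at least 40%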;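 also: mutant grown at 25 °C; 0% = DMSO wells with yeast and 100% = wells holding no yeast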
tim23-1 inh: inhibits growth of tim23-1 mutant yeast; S. cerevisiae tim23-1 growth, BacTiter-Glo luminescence, 24 h; inhibition, % at 20 µM; 1.3% of 330,000 active; AID 463212;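 active = growth inhibition of the mutant yeast at or above 50%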;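 also: temperature-sensitive mutant grown at 25 °C; plate controls were DMSO-treated mutant yeast for no effect and medium wells lacking yeast for full effect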
CHOP UPR activ: activators of apoptotic arm of unfolded protein response (CHOP) | 0.34% of 330,000 active | CHO-CHOP luciferase reporter, UPR activation, luminescence; percent of tunicamycin response over DMSO baseline | activation, % at 10 µM;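 active = at 10 µM dose, activation of 40% or more, normalized to positive control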;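 also: 100% = tunicamycin at 10 µg/mL and 0% = DMSO alone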
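System: CHO-CHOP luciferase reporter cell line | Buffer or medium: F12 medium containing 10% fetal bovine serum | Doses: One dose, 10 µM in 0.5% DMSO | Times: 6 h compound exposure at 37 °C after overnight seeding | Signal: Luciferase luminescence | Read-out: % activation vs tunicamycin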
An asterisk follows results filed as active.

SMILES	Mdm2-MdmX inh	Jurkat NFkB inh	TIM10 inh	XBP1 UPR activ	697 NFkB inh	tim10-1 inh	tim23-1 inh	CHOP UPR activ
S=C(NCCCN1CCOCC1)Nc1ccc(-c2nc3ccccc3[nH]2)cc1	-17	-22	-25	0	-24	-16	-15	1.9
O=C(CCl)Nc1cccc(CP(=O)(c2ccccc2)c2ccccc2)c1	96*	30	11	1	16	10	-2	60*
CN(c1ccccc1)c1nc(N)c([N+](=O)[O-])c(NCc2ccccc2)n1	28	-2	-22	19	3	7	18	0.8
COc1cccc(C(=O)/C=C/Nc2ccc(S(=O)(=O)Nc3ncccn3)cc2)c1	10	0	-3	-1	-1	9	-4	3.1
COc1cc(CC(NC(C)=O)C(=O)NC2CCN(c3nc(C)cc(C)c3C#N)CC2)cc(OC)c1 (centres undefined)	13	6	-9	-1	-1	1	1	-0.5
COc1cccc(N2CCN(Cc3nc(N)nc(Nc4ccccc4OC)n3)CC2)c1	-7	4	15	-4	2	14	6	0.1
CCCCCN(C(=O)NC(=O)Nc1ccc(C)cc1)S(=O)(=O)c1ccccc1	-18	2	-5	2	4	-2	11	0.8
CC(C)(C)c1ccc(-c2c(C#N)c(N)nc3c2CCCC3)s1	9	8	6	3	9	15	1	0.8
CN1CCCCc2c1[nH]c1ccccc1c2=O	-5	8	-2	-2	17	-4	-18	-1.8
CCCC(=O)Nc1ccc(C(=O)Nc2ccc([N+](=O)[O-])cc2OC)cc1	5	-12	-1	-2	-1	2	5	-2.1
C/C(=N\NC(=O)CCn1nnc2ccccc21)c1ccco1	2	-33	4	-2	2	-20	-3	2.8
COc1cc(/C=C2/OC(=O)c3cc([N+](=O)[O-])ccc32)cc(OC)c1OC	67*	-12	11	5	13	16	-7	0.7
C=Cn1ccnc1P(=S)(c1ccc2c(c1)c1ccccc1n2CC)c1nccn1C=C	67*	11	28	-4	-29	24	40	-0.5
CN(C(=O)c1cc(S(=O)(=O)N2CCCCC2)c[nH]1)C1CCCCC1	29	-5	-5	-2	-1	-6	3	-2.5
CC(CCc1ccccc1)NC(=O)C1CC1 (centres undefined)	4	4	10	-3	1	7	-4	0.8
CCCn1c(=O)c(C(=O)NCc2ccccn2)c(O)c2ccccc21	63*	-18	42*	-2	4	41*	60*	-2.7
CC(C)=CCN1CCN(Cc2ccc(C#CC(C)(C)O)cc2)CC1CCO (centres undefined)	-16	13	7	-1	4	7	2	-1.7
COc1ccc(CNc2ccc(-c3ccc(OC)cc3)nn2)cc1	-38	-65	16	2	-43	-4	-3	3.3
Cc1occc1C(=O)N/N=C/C=C/c1ccccc1	-59	-56	-27	6	-75	-25	27	7.3
O=C(OCC(=O)N1CCCCC1)c1cc(S(=O)(=O)N2CCOCC2)c(Cl)cc1Cl	16	14	7	2	-8	18	29	0.4
C[C@@H]1CN([C@H](C)CO)C(=O)c2cccc(NS(=O)(=O)c3ccccc3)c2O[C@H]1CN(C)C	4	-3	0	1	4	7	12	0.4
COCc1c(N)c(C)nc(Cl)c1C#N	7	11	-15	-3	4	-12	-16	-0.7
CS(=O)(=O)N1CCCC(C(=O)Nc2ccccc2C(F)(F)F)C1 (centres undefined)	-10	-4	-1	-2	0	-1	-8	-0.1
CC(C)c1ccc(NC(=O)COC(=O)COc2ccccc2)cc1	-34	-15	3	-3	-11	10	11	-0.8
O=C(N/N=C1\CCCc2ccccc21)C(O)c1ccccc1 (centres undefined)	-14	5	13	1	-7	17	17	-1.1
COc1ccc(N2CCN(C(=O)NC(=O)c3ccc(Cl)cc3)CC2)cc1	29	-11	-9	-5	16	27	6	-2.1
Cc1cc(OCC(=O)OCC(=O)Nc2cc(C(F)(F)F)ccc2N2CCOCC2)ccc1Cl	1	6	-3	-1	4	15	25	-1.3
Nc1nc2n(n1)C(=O)CC(c1ccccc1)N2 (centres undefined)	10	4	6	0	15	-4	7	1.4
Cc1ccc(C)c(C(=O)COC(=O)CCN2C(=O)C3C4CCC(C4)C3C2=O)c1 (centres undefined)	18	5	-6	-1	4	6	20	-0.4
CCc1cccc(NC(=O)C2CCCN2S(=O)(=O)c2ccccc2C(F)(F)F)c1 (centres undefined)	11	3	4	1	25	25	16	-1.8
Cc1nn(CC(=O)Nc2nnc(C(C)C)s2)c(=O)c2ccccc12	-6	16	6	-1	-2	10	1	-1.4
O=C(COC(=O)Cc1cn2ccsc2n1)Nc1nc2ccccc2s1	-25	-8	6	-1	-13	20	21	0.5
CCOC(=O)c1cnn(-c2cc(Oc3ccccc3C)ncn2)c1N	-16	-21	-19	12	-7	12	4	0.7
COc1ccc(C(=O)/C=C/Nc2ccc(S(N)(=O)=O)cc2)cc1OC	19	1	-19	-1	16	-5	0	1.9
O=C(NN1C(=O)C2C3C=CC(C4CC34)C2C1=O)c1ccc(Cl)cc1Cl (centres undefined)	16	-11	9	2	-28	13	14	-2.1
CCCN(CCC)C(=O)c1ccc2c(c1)N(CC)C(=O)c1ccccc1S2(=O)=O	11	-7	6	-2	9	21	24	-1.3
COc1ccc(-c2n[nH]c(C)c2-c2ccc(OC)c(OC)c2)c(O)c1	62*	25	15	4	-48	9	11	-0.8
Cc1ccc(S(=O)(=O)c2nnn3c2nc(Nc2cccc(C)c2)c2ccccc23)cc1	54*	22	-17	13	15	13	0	30
CCc1ccc(NC(=O)C2(C)Cc3ccccc3C(=O)O2)cc1 (centres undefined)	-30	-23	8	11	-10	-30	19	3.7
Cc1cnc(NC(=O)c2cncc(Br)c2)s1	-52	-61	9	-7	-118	21	14	-0.8

Pulled by compound from the list above:
SMILES	Mdm2-MdmX inh	Jurkat NFkB inh	TIM10 inh	XBP1 UPR activ	697 NFkB inh	tim10-1 inh	tim23-1 inh	CHOP UPR activ
Nc1nc2n(n1)C(=O)CC(c1ccccc1)N2 (centres undefined)	10	4	6	0	15	-4	7	1.4
Cc1cnc(NC(=O)c2cncc(Br)c2)s1	-52	-61	9	-7	-118	21	14	-0.8

(cont.)
SMILES	Mdm2-MdmX inh	Jurkat NFkB inh	TIM10 inh	XBP1 UPR activ	697 NFkB inh	tim10-1 inh	tim23-1 inh	CHOP UPR activ
COc1ccc(-c2cc(-n3c(C(F)(F)F)nc4ccccc43)n(CCC#N)n2)cc1	-7	-8	28	3	9	28	19	-1.5
COc1cccc(N=c2oc3ccccc3cc2-c2nc3ccccc3[nH]2)c1	-95	-125	12	4	-176	35	21	3.2
COc1ccc(COC(=O)Oc2ccc(CNC(C)=O)cc2OC)c([N+](=O)[O-])c1	4	-4	16	-3	17	15	14	-0.6
CC(C)Oc1ccccc1C(=O)NC(CO)C(=O)O (centres undefined)	-2	6	20	-3	12	8	2	-0.6
NC(=O)c1ccc(NC(=O)c2cnc3ccccc3n2)cc1	-20	-37	18	3	11	21	16	4.7
COc1ccc(-n2nc(C(=O)NCC(=O)N3CCN(c4cccc(Cl)c4)CC3)c3ccccc3c2=O)c(OC)c1	-10	1	-1	3	-7	20	19	-0.1
Cc1ccc2nc(C(O)C(O)c3nc4ccc(C)cc4[nH]3)[nH]c2c1 (centres undefined)	5	-57	-3	1	-75	-16	-22	8.7
c1ccc(-c2onc(-c3ccco3)c2-c2ccc3c(c2)OCO3)cc1	-6	9	1	0	-2	5	11	-0.4
NS(=O)(=O)c1ccc2ccccc2c1	-27	7	-15	-2	11	2	20	-0.8
Cc1cccc(Nc2nc(-c3c(C)nc4ccccn34)cs2)c1	36	44	23	6	-67	29	32	9.5
CC1=CC=CC2=N/C(=N\S(=O)(=O)c3ccc(F)cc3F)c3ccccc3CN12	16	-5	-5	2	12	11	29	-0.3
Cc1cc2ccccn2c1C(=O)c1nc(NCc2ccccc2)ncc1Cl	11	-7	-12	-1	-10	0	-38	0.4
CCC(C)(C)C1CCC(NC(=O)c2ccc(S(=O)(=O)N3CCOCC3)cc2)CC1 (centres undefined)	-17	-1	15	0	-24	16	23	0.4
CCCc1ccccc1OCCNS(=O)(=O)c1cc2c(cc1C)OCC(=O)N2	33	-7	-17	-2	2	4	13	-0.1
O=c1[nH]c(SCCOc2ccccc2)nc2ccccc12	6	0	14	3	6	11	7	2.6
CN1C(=O)/C(=C/c2ccc3c(c2)OCO3)N=C1c1ccccc1	3	-5	6	0	-11	25	20	1.1
Cc1cccc(NC(=O)C2(C)CC3c4ccccc4C2c2ccccc23)c1 (centres undefined)	33	10	-3	2	1	-8	-8	2.2
CCn1c(Cc2ccccc2)nnc1SCC(=O)NC(C)(C)C	0	8	-11	0	1	22	-4	-0.5
Cc1cc(NC(=O)C2CCCO2)ccc1Br (centres undefined)	-1	-14	-7	0	-14	-9	5	-0.4
COc1ccc(C2CC(c3cccc(C)c3)n3nc(N)nc3N2)cc1 (centres undefined)	15	-2	14	4	1	8	1	-0.7
O=C(NCc1nnc(SCC(=O)N2CCCc3ccccc32)o1)c1ccco1	24	-11	12	-3	6	25	12	0.2
CCC(C)N(NC(C)=O)c1nc(Cl)nc(NC(C)C)n1 (centres undefined)	7	4	1	2	0	16	3	1.8
O=C(OCC(=O)N1CCc2ccccc21)c1c2c(nc3ccccc13)CCCC2	-4	-5	40	-1	12	39	34	0.5

Structural class, those above containing a halogen (15)
SMILES	Mdm2-MdmX inh	Jurkat NFkB inh	TIM10 inh	XBP1 UPR activ	697 NFkB inh	tim10-1 inh	tim23-1 inh	CHOP UPR activ
O=C(CCl)Nc1cccc(CP(=O)(c2ccccc2)c2ccccc2)c1	96*	30	11	1	16	10	-2	60*
O=C(OCC(=O)N1CCCCC1)c1cc(S(=O)(=O)N2CCOCC2)c(Cl)cc1Cl	16	14	7	2	-8	18	29	0.4
COCc1c(N)c(C)nc(Cl)c1C#N	7	11	-15	-3	4	-12	-16	-0.7
CS(=O)(=O)N1CCCC(C(=O)Nc2ccccc2C(F)(F)F)C1 (centres undefined)	-10	-4	-1	-2	0	-1	-8	-0.1
COc1ccc(N2CCN(C(=O)NC(=O)c3ccc(Cl)cc3)CC2)cc1	29	-11	-9	-5	16	27	6	-2.1
Cc1cc(OCC(=O)OCC(=O)Nc2cc(C(F)(F)F)ccc2N2CCOCC2)ccc1Cl	1	6	-3	-1	4	15	25	-1.3
CCc1cccc(NC(=O)C2CCCN2S(=O)(=O)c2ccccc2C(F)(F)F)c1 (centres undefined)	11	3	4	1	25	25	16	-1.8
O=C(NN1C(=O)C2C3C=CC(C4CC34)C2C1=O)c1ccc(Cl)cc1Cl (centres undefined)	16	-11	9	2	-28	13	14	-2.1
Cc1cnc(NC(=O)c2cncc(Br)c2)s1	-52	-61	9	-7	-118	21	14	-0.8
COc1ccc(-c2cc(-n3c(C(F)(F)F)nc4ccccc43)n(CCC#N)n2)cc1	-7	-8	28	3	9	28	19	-1.5
COc1ccc(-n2nc(C(=O)NCC(=O)N3CCN(c4cccc(Cl)c4)CC3)c3ccccc3c2=O)c(OC)c1	-10	1	-1	3	-7	20	19	-0.1
CC1=CC=CC2=N/C(=N\S(=O)(=O)c3ccc(F)cc3F)c3ccccc3CN12	16	-5	-5	2	12	11	29	-0.3
Cc1cc2ccccn2c1C(=O)c1nc(NCc2ccccc2)ncc1Cl	11	-7	-12	-1	-10	0	-38	0.4
Cc1cc(NC(=O)C2CCCO2)ccc1Br (centres undefined)	-1	-14	-7	0	-14	-9	5	-0.4
CCC(C)N(NC(C)=O)c1nc(Cl)nc(NC(C)C)n1 (centres undefined)	7	4	1	2	0	16	3	1.8

Single entries from above.
In 697 NFkB inh, CCn1c(Cc2ccccc2)nnc1SCC(=O)NC(C)(C)C has 1
In 697 NFkB inh, COc1ccc(-c2cc(-n3c(C(F)(F)F)nc4ccccc43)n(CCC#N)n2)cc1 has 9
In Mdm2-MdmX inh, Cc1cccc(Nc2nc(-c3c(C)nc4ccccn34)cs2)c1 has 36
